Bioassay records: PubChem BioAssay, National Center for Advancing Translational Sciences (NCATS)
HEK293 cAMP cs – counter-screen for TSHR agonists: cAMP increase in parental HEK293. hit rate 2.5% among 73,000. Potency, µM (doses to about 57.1 µM), for inactives: at the highest dose activation, most hits filed as activators. parental HEK293 CNG cAMP sensor, membrane potential fluorescence; note: potency is the fitted concentration of half-maximal effect; % of control where 0% means no effect; nearly all actives have a fitted effect of over 55% in size
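Parental HEK 293 cells stably expressing a modified CNG channel (no TSHR) report cAMP rise as membrane depolarization. Membrane potential dye with 100 uM RO 20-1724 was loaded for 60 min at room temperature, then compound added for 30 min; fluorescence read at 590 nm.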
ERK AVP inh – blocks ERK signaling stimulated by vasopressin. HEK293-V1b, vasopressin-stimulated pERK AlphaScreen. Potency, µM (highest dose often 57.5 µM), for the others: at the top dose activity, negative = inhibition, usual class: inhibitors. hit rate 0.99% among 72,000. AID 995; note: potency is the fitted concentration of half-maximal effect; % is set by controls: 0 for no effect and ±100 for the full control effect; nearly all actives have a fitted effect of over 55% in size
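qHTS, compounds titrated on V1b-expressing HEK293 cells. Preincubation 30 min at 37C, vasopressin 25 nM for 5 min, lysis 10 min, bead incubation 5 hr at room temperature.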
Caspase-7 inhib – blocks human caspase-7 allosterically or competitively; Potency, µM (titrated, usually from 57.5 µM), without a hit: top-dose activity change, negative = inhibition, most hits filed as inhibitors; recombinant caspase-7, Ac-DEVD-AFC fluorescence rate; AID 889; hit rate 0.02% among 75,000; P55210; active = well fitted inhibition curve with a large enough effect in the main read-out, with a control signal flat, not every such curve was filed as active; inconclusive = small, poorly fitted or top-dose-only effect, or a change in a side signal; note: potency is the fitted concentration of half-maximal effect; % of control where 0% means no effect
Casp1 inh – blocks human caspase-1 allosterically or competitively | Caspase-1 enzyme, Ac-WEHD-AFC fluorogenic rate | Potency, µM (highest dose often 57.5 µM), without a hit: top-dose activity change, negative = inhibition, most hits filed as inhibitors | hit rate 0.03% among 75,000;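 note: potency is the fitted concentration of half-maximal effect; plate controls were vehicle for no effect and no substrate for full effect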
USP2a inh – inhibitors of human ubiquitin-specific protease USP2a; USP2a enzymatic assay, qHTS inhibition; O75604; Potency, µM (doses to about 38.3 µM), inactives show at the top dose activity change, negative = inhibition, most hits filed as inhibitors; hit rate 0.1% among 60,000; AID 927;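 note: potency is the fitted concentration of half-maximal effect; nearly all actives have a fitted effect of over 60% in size; plate controls were DMSO for no effect and NEM full inhibition control for full effect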
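USP2 core (20nM final) preincubated 30 min RT with compound, then Ub-PLA2 20nM and NBD C6-HPC 20uM final added; buffer 20mM Tris-HCl pH 8.0, 2mM CaCl2. Fluorescence Ex 460/Em 535 read at 0 and 2.5 h; normalized to NEM.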
BRCT inh green – blocks human BRCA1 BRCT binding to phosphopeptide, green readout; BRCA1 BRCT-phosphopeptide binding, green fluorescence polarization; hit rate 0.05% among 75,000; AID 875; Potency, µM (doses to about 76.9 µM), for the others: at the highest dose activity change, negative = inhibition, usual class: inhibitors;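 note: potency is the fitted concentration of half-maximal effect; plate controls were peptide without protein for full effect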
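Fluorescence polarization: His-tagged BRCT (~35 kDa BRCA1 C-terminus, 250 nM) bound to 100 nM fluorescein-labeled phosphorylated 10-aa BACH1 peptide, pH 7.3 phosphate buffer with DTT and Tween 20. Compounds incubated 12 min at room temperature; inhibition read as lowered polarization.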
Tau filament bind – tau filament binding. P10636. recombinant tau filaments, thioflavin S fluorescence, 15 h; filaments grown with octadecylsulfate alongside compound. Potency, µM (titrated, usually from 57.1 µM), for the others: top-dose activity change, negative = inhibition. hit rate 2% among 71,000;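 note: potency is the fitted concentration of half-maximal effect; % is set by controls: 0 for no effect and ±100 for the full control effect; actives lower thioflavin S fluorescence by blocking filaments or displacing dye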
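Recombinant tau protein (human, 1 uM final) plus 30 uM ODS in HEPES pH 7.4 with NaCl, DTT and thioflavine S. Compound present from the start; fluorescence at 510 nm after 15 h, 37 C.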
FLuc inh – firefly luciferase inhibition; P08659; Potency, µM (top dose mostly 57.1 µM), for the others: at the top dose activity change, negative = inhibition, usual class: inhibitors; hit rate 2.2% among 72,000; purified firefly luciferase, luminescence, 8 min; note: potency is the fitted concentration of half-maximal effect; % is set by controls: 0 for no effect and ±100 for the full control effect; nearly all actives have a fitted effect of over 40% in size
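Titration-based qHTS; buffer 50 mM imidazole pH 7.2, 50 mM KCl, 7 mM MgCl2, 10 uM ATP, 0.01% Tween 20, 0.05% BSA; luciferase/luciferin detector mix added after compound; 8 min, ambient; luminescence.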
A350 fluor – A350 region autofluorescence | Compound autofluorescence, 340/450 nm, Alexa 350 dye-equivalents; stronger effect = higher value | hit rate 11% among 59,000 | max dye-equivalent concentration, M | AID 590; in the data active = max dye-equivalent concentration above about 10 nM; inconclusive = mostly about 1.1 nM to 9.6 nM
BRCT PPI red – BRCT-phosphoprotein interaction inhibition (red fluorophore) | P38398 | BRCT-phosphopeptide binding, red fluorescence polarization | Potency, µM (series often up to 76.9 µM), for inactives: at the highest dose activity change, negative = inhibition, hits mostly inhibitors | hit rate 0.03% among 75,000 | AID 892; note: % is set by controls: 0 for no effect and ±100 for the full control effect
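Rhodamine-labelled pBACH1 10-mer (100 nM) bound to BRCT domain (100 nM) at pH 7.3; compounds incubated 12 min room temperature, polarization read. Free peptide defines full inhibition; unlabelled decapeptide titrated as control.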
CRE Fsk mod – CRE-bla signaling modulation under forskolin stimulation | AID 662 | hit rate 2.5% among 71,000 | CHO CRE-bla reporter (cAMP response element driving beta-lactamase), forskolin EC10, beta-lactamase ratio | Potency, µM (doses to about 38.2 µM), for the others: at the top dose activity change, negative = inhibition, most hits filed as activators; active = well fitted activation curve with a large enough effect in the signal ratio, with a control signal flat, not every such curve was filed as active; inconclusive = small, poorly fitted or top-dose-only effect, or effect the other way, or a change in a side signal; the % refers to the signal ratio; note: potency is the fitted concentration of half-maximal effect; % of control where 0% means no effect
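Cells were plated overnight at 37 °C, exposed to compound titrations plus EC10 NKH 477 for 3 h, then given CCF4 dye for 2 h at room temperature. Blue/green (460/530 nm) ratio was converted to %Activity and AC50 values calculated.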
* hit, by the source's call; i = inactive; ? = inconclusive; . = not tested or not shown; & = joins results of further samples; [ ] = another dose, or the depositor's remark. Unless noted, calls come from the whole dose curve; as a rule, active = well fitted curve in the direction sought with a large enough effect; inconclusive = small, poorly fitted or top-dose-only effect, or another doubt; inactive = no such curve, though single readings can be large; an effect the other way counts as inactive or inconclusive. Some of the compounds tested (hit frequency here may not be typical).

1. C=CCO[C@@H](Cn1ccnc1)c1ccc(Cl)cc1Cl
2. N[C@H](CCl)C(=O)O
3. CCC12CCCN3CCC4(c5ccc(OC)c(O)c5N(C(C)=O)C4CC1)C32 (stereo not drawn)
4. Cc1ccc(NC(=O)CCNS(=O)(=O)c2ccc3c(c2)oc(=O)n3C)c(C)c1
5. CCN1CCN(Cc2ccc(OC(F)(F)F)cc2)CC1
6. CCC(=Nc1ccc(OC)cc1OC)c1c(O)n(C)c(=O)n(C)c1=O
7. Nc1cc(Cl)ccc1Cl
8. ClC(Cl)(Cl)c1ccccc1
9. c1ccc2c(c1)[nH]c1cnccc12
10. O=c1cccc2n1CC1CC2CN(Cc2c(Cl)cccc2Cl)C1 (stereo not drawn)

assay / compound,1,2,3,4,5,6,7,8,9,10
HEK293 cAMP cs,?,12%,.,6%,?,15%,0%,21%&-22%,.,27%
ERK AVP inh,13%[25.7 µM],-16%,-5%,29%,-17%,-23%,7%,11%&-4%,17%,-5%
Caspase-7 inhib,0%[25.7 µM],1%,0%,-1%,0%,-1%,0%,-2%&-1%,-3%,-1%
Casp1 inh,-5%[25.7 µM],4%,1%,3%,-2%,0%,0%,?,-10%,0%
USP2a inh,-5%[17.1 µM],2%,.,12%,-1%,2%,.,.,-11%,-3%
BRCT inh green,-0.8%[34.4 µM],-0.9%,1.1%,-4.2%,-0.2%,-1.7%,-1.9%,-6.7%&-2.2%,0.9%,-1.7%
Tau filament bind,-11%[25.6 µM],5%,.,1%,-4%,-13%,-1%,11%&-1%,.,8%
FLuc inh,-8%[25.5 µM],0%,.,-1%,2%,2%,.,.,-2%[25.5 µM],-1%
A350 fluor,?,i,.,i,i,i,.,.,2.2e-07M*,i
BRCT PPI red,-1.3%[34.4 µM],1.2%,1.2%,-0.5%,0.1%,2.4%,2.3%,0.1%&0.9%,-2.9%,0.1%
CRE Fsk mod,5%[17.1 µM],-9%,.,-10%,-11%,13%,-7%,-12%&-5%,.,5%

2 neighbouring entries out of the list so far, quoted:
1. C=CCO[C@@H](Cn1ccnc1)c1ccc(Cl)cc1Cl
2. N[C@H](CCl)C(=O)O

assay / compound,1,2
HEK293 cAMP cs,?,12%
ERK AVP inh,13%[25.7 µM],-16%
Caspase-7 inhib,0%[25.7 µM],1%
Casp1 inh,-5%[25.7 µM],4%
USP2a inh,-5%[17.1 µM],2%
BRCT inh green,-0.8%[34.4 µM],-0.9%
Tau filament bind,-11%[25.6 µM],5%
FLuc inh,-8%[25.5 µM],0%
A350 fluor,?,i
BRCT PPI red,-1.3%[34.4 µM],1.2%
CRE Fsk mod,5%[17.1 µM],-9%

Next part:
11. Fc1ccc(N2CCN(Cc3ccc4c(c3)OCO4)CC2)cc1
12. COC(=O)CC1=C(C(=O)OC)C2(C(=O)Nc3c(C)cccc32)C(C#N)=C(N)O1 (stereo not drawn)
13. COc1cc(C2c3cc4c(cc3C(O)C3COC(=O)C23)OCO4)cc(OC)c1O (stereo not drawn)
14. c1cc2n(c1)-c1c(ccc3c1OCO3)CNC2c1ccc2c(c1)OCO2 (stereo not drawn)
15. CC(C)OC(=O)Nc1cccc(Cl)c1
16. COC1CC(OC2CC[C@@]3(C=O)C4CC[C@]5(C)C(C6=CC(=O)OC6)CC[C@@]5(O)C4CC[C@]3(O)C2)OC(C)C1O (stereo partly drawn)
17. N#Cc1ccc(CN2CC[C@@]3(CCCN(C(=O)Oc4ccccc4)C3)C2)cc1
18. Cc1cccc(OC(=O)N2CCOCC2)c1
19. CC(N)Cc1c[nH]c2cc3c(cc12)OCCO3 (stereo not drawn)
20. O=C(OC1Cc2c(O)cc(O)cc2OC1c1cc(O)c(O)c(O)c1)c1cc(O)c(O)c(O)c1 (stereo not drawn)

assay / compound,11,12,13,14,15,16,17,18,19,20
HEK293 cAMP cs,10%,7%,.,-43%[inhibitor],.,.,?,-1%,28%,.
ERK AVP inh,-9%,-10%,-5%,4%,10%,3%,2%,2%,13%,?
Caspase-7 inhib,1%,0%,-1%,-4%,1%,-1%,1%,-1%,-2%,-10%
Casp1 inh,1%,1%,1%,1%,-2%,3%,0%,1%,-2%,0%
USP2a inh,1%,-10%,3%,7%,-9%,1%,42%[activator],2%,4%,?
BRCT inh green,1.7%,0.2%,0.5%[3.08 µM],-0.1%,-0.3%,0.2%[3.08 µM],-2.3%,-0.9%,-0.9%,-0.2%
Tau filament bind,-2%,11%,.,-8%,.,.,7%,6%,17%,.
FLuc inh,-1%,1%,.,1%,.,.,2%[11.4 µM],0%,-2%,.
A350 fluor,?,i,.,i,.,.,i,.,i,.
BRCT PPI red,0.5%,-0.6%,1.9%,-0.1%,1.3%,0.3%,-2.7%,0.1%,-1.4%,0.9%
CRE Fsk mod,-6%,?,.,?,.,.,-9%,-2%,3%,.

21. OCc1cnc[nH]1
22. CCOP(=O)(C#CC(C)(C)C)C(C)(O)c1ccccc1 (stereo not drawn)
23. CC(C)(C)NCc1cccn1-c1sc2c(c1C#N)CCCC2
24. CC(C)C1(C)N=C(c2nc3ccccc3cc2C(=O)O)NC1=O (stereo not drawn)
25. CCCCn1c(C)c(C(=O)O)c2cc(OC)ccc21
26. c1ccoc1
27. COc1ccccc1CN1CCN(C(=O)Cc2ccccc2)CC1
28. CCCCC12CNCC(C)(CNC1)C2=O
29. COc1cc([C@H]2c3cc4c(cc3[C@@H](O)[C@@H]3COC(=O)[C@H]23)OCO4)cc(OC)c1OC
30. O=C(Cn1ncc2c3ccccc3n(Cc3ccc(F)cc3)c2c1=O)N1CCC2(CC1)OCCO2

assay / compound,21,22,23,24,25,26,27,28,29,30
HEK293 cAMP cs,-4%&11%,2%,25µM*,-2%,18%,8%,7%[11.4 µM],5%,?,4%
ERK AVP inh,1%,8%,9%,-2%,0%,40%[activator],-9%,-10%,?,-10%
Caspase-7 inhib,0%&1%,2%,0%,-1%,1%,0%,1%,-1%,-14%[25.7 µM],-3%
Casp1 inh,-3%&1%,0%,0%,2%,0%,1%,1%,-2%,-8%[25.7 µM],-4%
USP2a inh,-3%,6%,-10%,-6%,-4%,.,-12%[7.66 µM],-4%,7%[17.1 µM],42%[activator]
BRCT inh green,0.0%&-0.9%,-1.8%,-0.5%,1.4%,-0.8%,-4.3%,-0.7%,-1.4%,-0.1%[34.4 µM],2.2%
Tau filament bind,1%,0%,2%,-5%,1%,6%,11%[11.4 µM],-9%,11%[25.6 µM],32%
FLuc inh,-1%,2%,1%,6%,0%,.,0%,0%,4%[25.5 µM],0%
A350 fluor,i,i,.,?,i,.,.,i,?,i
BRCT PPI red,-1.2%&0.9%,-2.3%,0.3%,1.5%,-1.9%,-0.7%,-2.2%,1.6%,-1.1%[34.4 µM],-0.1%
CRE Fsk mod,2%,?,4%,4%,-16%,-4%,?,-6%,0.013µM*,?

31. CC(=O)c1c(O)n(C)c(=S)n(-c2ccccc2)c1=O
32. C=CCn1c(O)c(C(C)=NC2CC2)c(=O)[nH]c1=O
33. Cc1ccc(O)c(C)c1
34. CCCc1cc2c(n1Cc1ccc(C)cc1)C(C)C1CN(C(=O)c3ccccc3)C(C)(C(=O)OC)C21 (stereo not drawn)
35. COc1ccc(-c2nc(CSCC(=O)N3CCC4(CC3)OCCO4)c(C)o2)cc1OC
36. CC[C@@](O)(C(=O)O)c1cc2n(c(=O)c1CO)Cc1cc3ccccc3nc1-2

assay / compound,31,32,33,34,35,36
HEK293 cAMP cs,1µM*,6%,-3%,?,6%,-9%[11.4 µM]
ERK AVP inh,-1%,-5%,5%,7%,21%,8%[11.5 µM]
Caspase-7 inhib,0%,-3%,-1%,-8%,-1%,-13%[11.5 µM]
Casp1 inh,-1%,-2%,-2%,-4%,3%,-3%[11.5 µM]
USP2a inh,43%[activator],-1%,.,.,-4%,.
BRCT inh green,-1.8%,-0.3%,-0.4%,5.3%,-1.0%,-2.3%[15.4 µM]
Tau filament bind,0%,-1%,-4%,6%,6%,6%[11.4 µM]
FLuc inh,1%,3%,.,.,-5%,3%[11.4 µM]
A350 fluor,i,8.9e-08M*,.,.,i,9.2e-07M*
BRCT PPI red,1.3%,-0.4%,0.9%,-0.5%,-0.8%,0.1%[15.4 µM]
CRE Fsk mod,17%,?,-13%,-14%,?,8%[7.6 µM]

Random excerpt: two compounds from above.
7. Nc1cc(Cl)ccc1Cl
24. CC(C)C1(C)N=C(c2nc3ccccc3cc2C(=O)O)NC1=O (stereo not drawn)

assay / compound,7,24
HEK293 cAMP cs,0%,-2%
ERK AVP inh,7%,-2%
Caspase-7 inhib,0%,-1%
Casp1 inh,0%,2%
USP2a inh,.,-6%
BRCT inh green,-1.9%,1.4%
Tau filament bind,-1%,-5%
FLuc inh,.,6%
A350 fluor,.,?
BRCT PPI red,2.3%,1.5%
CRE Fsk mod,-7%,4%
